PABP1 MLLE inh – inhibitors of microRNA-mediated deadenylation, human PABP1 MLLE binding; P11940; GST-MLLE / FITC-PAM2 fluorescence polarization; inhibition, % at 20 µM; 360,000 tested, 0.36% active; AID 588489; in the data active = inhibition above about 35%, passing the limit was not always enough;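 note: plate controls were DMSO wells with GST-MLLE for no effect and wells lacking GST-MLLE protein for full effect; some results filed as inactive read as strong as hits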
CSN deneddyl inh – blocks human CSN-mediated cullin deneddylation; Q92905; Purified CSN, SCF-Nedd8-OG deneddylation, fluorescence polarization; inhibition, % at 12.5 µM; 360,000 tested, 0.38% active; AID 651999;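 active = pattern-corrected inhibition above about 35%, with an unprinted fluorescence ratio check between 0.5 and 1.5, limit read from the data, passing the limit was not always enough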;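 note: 0% = enzyme with substrate and 100% = substrate without enzyme; some results filed as inactive read as strong as hits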
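Material: human Csn5 produced in HEK293T cells; Input: enzyme 0.24 nM; Reagent: SCFSkp2-Nedd8OG substrate at 10 nM final; Dosing: 12.5 µM compound; Incubation: 90 min reaction at room temperature; Detection: fluorescence polarization of the substrate; Evaluation: % inhibition of substrate cleavage by Csn5; Control set: substrate-only high control, full reaction low control.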
Rpn11 block – inhibitors of human proteasome Rpn11 | O00487 | human 26S proteasome, Ub4-pepOG fluorescence polarization; 20S core pre-blocked with epoxomicin | calls only at 20 µM | 360,000 tested, 0.59% active | AID 588493;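 active = inhibition at 20 µM, scaled to each plate's controls, above about 33%, limit read from the data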
STEP block – STEP (human) phosphatase inhibition | P54829 | recombinant STEP, OMFP fluorogenic substrate, fluorescence | inhibition, % at 20 µM | 360,000 tested, 0.25% active;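 active = inhibition at 20 µM, scaled per plate between control wells, above about 37%, limit read from the data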;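 note: 0% = DMSO with enzyme and substrate and 100% = substrate only without enzyme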
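medium = Bis-Tris buffer pH 6.0, 2.5 mM DTT, 0.005% Tween 20 | test system = STEP (striatal-enriched tyrosine phosphatase) enzyme, cell-free | measure = normalized % inhibition | compound dosing = 20 µM, 1% DMSO | also added = 25 µM OMFP | schedule = reaction 20 min, ambient temperature | measured by = fluorescence read at 480 nm ex / 540 nm em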
LMPTP inh – blocks human LMPTP phosphatase. recombinant LMPTP-A, OMFP fluorogenic substrate, fluorescence intensity. 360,000 tested, 0.22% active. inhibition, % at 20 µM;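 active = compounds that cut the enzyme signal by at least half of the control window in the single-dose screen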;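 note: plate controls were DMSO wells with enzyme plus substrate for no effect and substrate without enzyme for full effect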
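Material: LMPTP-A; amount: 0.625 nM enzyme; doses: single 20 µM dose; times: reaction 50 min, room temperature, dark; technique: fluorescence intensity of OMFP turnover product; benchmarks: no-enzyme and uninhibited controls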
DNMT1 inh – DNMT1 (human) enzyme inhibition; P26358; DNMT1 molecular beacon, Hinp1I cleavage, fluorescence; inhibition (reported as % activation of signal), % at 10 µM; 360,000 tested, 0.83% active; AID 588458; in the data active = inhibition above about 50%
Target sequence (P26358 504-1616 limits assumed): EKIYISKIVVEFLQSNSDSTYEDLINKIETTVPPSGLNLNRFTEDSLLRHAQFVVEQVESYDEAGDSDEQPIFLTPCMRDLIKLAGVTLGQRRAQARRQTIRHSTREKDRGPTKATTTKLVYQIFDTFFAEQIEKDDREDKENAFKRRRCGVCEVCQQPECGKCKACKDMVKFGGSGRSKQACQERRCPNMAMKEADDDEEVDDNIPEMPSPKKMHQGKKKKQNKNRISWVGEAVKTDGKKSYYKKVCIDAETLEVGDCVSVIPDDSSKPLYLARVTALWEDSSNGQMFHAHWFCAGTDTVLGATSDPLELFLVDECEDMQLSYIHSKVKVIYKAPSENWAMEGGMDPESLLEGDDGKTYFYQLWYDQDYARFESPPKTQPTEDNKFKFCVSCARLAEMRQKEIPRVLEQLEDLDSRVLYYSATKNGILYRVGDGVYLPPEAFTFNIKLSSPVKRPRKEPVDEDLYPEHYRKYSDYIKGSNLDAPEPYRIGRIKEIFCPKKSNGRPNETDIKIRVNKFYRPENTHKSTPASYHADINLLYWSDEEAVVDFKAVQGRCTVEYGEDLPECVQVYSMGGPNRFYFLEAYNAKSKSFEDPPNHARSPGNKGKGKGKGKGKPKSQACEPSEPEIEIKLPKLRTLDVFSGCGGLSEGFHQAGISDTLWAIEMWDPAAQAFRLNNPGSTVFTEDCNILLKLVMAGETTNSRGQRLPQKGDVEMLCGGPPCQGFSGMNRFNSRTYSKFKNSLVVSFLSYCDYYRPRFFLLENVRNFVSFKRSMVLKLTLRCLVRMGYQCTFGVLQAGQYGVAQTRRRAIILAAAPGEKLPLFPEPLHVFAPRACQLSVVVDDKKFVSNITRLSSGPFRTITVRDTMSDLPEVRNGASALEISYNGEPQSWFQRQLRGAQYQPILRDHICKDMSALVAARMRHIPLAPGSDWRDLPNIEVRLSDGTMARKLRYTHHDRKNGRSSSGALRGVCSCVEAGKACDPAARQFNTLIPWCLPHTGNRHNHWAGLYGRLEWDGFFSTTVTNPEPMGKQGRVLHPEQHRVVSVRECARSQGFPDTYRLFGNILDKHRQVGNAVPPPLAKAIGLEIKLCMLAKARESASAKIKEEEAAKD
NadD block – NadD (S. aureus) enzyme inhibition; purified NadD enzyme, colorimetric absorbance read-out; inhibition, % at 20 µM; 360,000 tested, 0.78% active; in the data active = inhibition above about 26%; note: some compounds past the cut are filed as inactive
TbMetRS inhib – blocks T. brucei methionyl-tRNA synthetase activity | 360,000 tested, 0.4% active | purified T. brucei MetRS, ATP depletion, Kinase-Glo luminescence | inhibition, % at 11.9 µM;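 active = inhibition above a per-plate cutoff of the control wells' mean inhibition plus 3 SD, cut at about 5.5% in these data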;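 note: 0% = DMSO wells median and 100% = median of wells with control inhibitor compound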
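Measured by: Kinase-Glo luciferase luminescence reporting remaining unconsumed ATP. Material: purified T. brucei MetRS enzyme. Doses: 11.9 µM compound single dose, 0.9% DMSO. Medium: HEPES buffer containing pyrophosphatase, BSA, spermine, DTT. Times: 15 min preincubation, 2 h reaction, all 25 °C. Reagent: methionine, ATP and bulk E. coli tRNA.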
SUMO1 PPI mod – alters human SUMO1 binding to SIM partners; 360,000 tested, 0.33% active; P63165; AID 602429; inhibition, % at 20 µM; SUMO1 binding to a labelled peptide, TR-FRET, 1 h; in the data active = inhibition above about 37%
Scp-1 inhibitor – inhibitors of human Scp-1 phosphatase; inhibition, % at 20 µM; Q9GZU7; 340,000 tested, 0.88% active; Recombinant Scp1, phosphopeptide, malachite green phosphate absorbance; AID 493091;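 active = inhibition above about 50% at 20 µM, limit read from the data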;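 note: plate controls were DMSO wells with enzyme for no effect and wells lacking enzyme for full effect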
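Test system: SCP-1 catalytic domain; Buffer or medium: Acidic Tris acetate buffer with magnesium and detergent; Also added: Phosphorylated 17-residue peptide substrate; Compound: single 20 µM dose, 1% DMSO; Schedule: enzyme reaction 45 min at room temperature, colour 5 min, stabilisation 30 min; Signal: Phosphate-binding colour reagent, absorbance read at 630 nm.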
* = called active by the depositor; i = inactive; / = not tested or not shown.

SMILES	PABP1 MLLE inh	CSN deneddyl inh	Rpn11 block	STEP block	LMPTP inh	DNMT1 inh	NadD block	TbMetRS inhib	SUMO1 PPI mod	Scp-1 inhibitor
Cc1cc(C(=O)Nc2ccccc2Cl)c2ccccc2n1	1	-1	i	0	3.3	-1	-6	-0.5	1	-2
COc1cc(NS(=O)(=O)c2ccc(N/C=C\C(=O)c3ccc(C)cc3)cc2)nc(OC)n1	2	-3	i	2	-0.5	0	3	-0.2	10	-12
CCN(CC(=O)N1CCOCC1)S(=O)(=O)c1cc(Cl)ccc1Cl	-5	2	i	2	-1.8	1	-6	-0.4	0	-2
CCn1c(SCC(=O)Nc2ccccc2)nnc1-c1cccs1	15	3	i	-1	-0.1	4	-3	-0.7	-1	1
CC1CCc2c(sc3ncn(CC(=O)N=Nc4c(O)[nH]c5ccccc45)c(=O)c23)C1 (stereo not given)	5	2	i	3	1.0	54*	23	-0.4	6	18
CCOCCCNC(=O)Cn1cnc2sc(C)c(S(=O)(=O)N3CCN(c4ncccn4)CC3)c2c1=O	8	-10	i	-2	4.1	3	2	-0.7	-2	3
S=C(NCc1ccccc1)N1CCc2ccccc2C1	-133	-2	i	5	-0.5	3	-8	-0.1	0	-13
c1ccc2c(c1)nc1n2C2(N3CCOCC3)CCCC2C1N1CCOCC1 (stereo not given)	9	5	i	-3	-1.4	-3	3	0.3	0	-1
C=CCn1c(SCC(N)=O)nnc1-c1cc(Br)ccc1O	-86	-3	i	0	0.1	-3	1	-0.1	5	-13
CCN(CC)C(=O)[C@H]1CC(CC(=O)NCCCn2ccnc2)C(=O)N2CCc3c([nH]c4ccc(OC)cc34)[C@]12C (stereo not given in full)	12	-7	i	-1	-8.3	6	0	0.1	0	4
Cc1ccc(S(=O)(=O)Nc2ccc3c(c2)n(C)c(=O)n3C)c(C)c1	0	-10	i	3	-0.6	1	3	0.0	-2	-6
O=C(O)CCCC(=O)N1CCN(c2ncccn2)CC1	5	4	i	-1	-0.4	6	-2	3.6	2	-13
COc1cc2c3c(n(C)c(=O)c2cc1OC)-c1cc2c(cc1C3=O)OCO2	12	-3	i	-2	-0.4	-3	-3	-0.5	-15	5
CCCN(CC(=O)Nc1ccccc1OC)C(=O)c1cccc(S(=O)(=O)Nc2ccc(OC)cc2)c1	-2	-3	i	-1	0.1	-1	-5	0.0	0	-4
C/C=C/c1ccc(OCC(=O)Nc2ccncc2)c(OC)c1	-4	1	i	-2	-0.1	2	-6	0.2	2	-10
COc1ccc(C)cc1NC(=O)c1ccc2c(c1)C(=O)N(Cc1ccncc1)C2=O	-22	7	i	-2	1.8	-4	6	-0.3	-13	-6
C[C@H](O)[C@@H]1CN2CCc3c([nH]c4ccccc34)[C@@H]2C[C@@H]1N(C)C(=O)Nc1ccc(Br)cc1	-20	3	i	2	0.5	-16	3	3.2	-4	/
NC(=O)NC(c1ccccc1)c1cccc2ccccc12 (stereo not given)	-2	4	i	-9	-1.9	-4	-2	-0.5	1	-17
COc1cc2c(cc1OC)C(C1(O)CCCCC1)NCC2 (stereo not given)	0	-4	i	2	-0.2	-1	-7	-0.9	3	-8
COc1ccc(CC(N)c2csc(NC(=O)NC(c3ccccc3)c3ccccc3)n2)cc1 (stereo not given)	-27	4	i	2	1.9	-13	26	-0.3	-47	/
COc1ccc(CN2C(=O)[C@@H]3Cc4c([nH]c5ccccc45)C(C)(C)N3C2=O)cc1	1	0	i	-3	0.9	-11	-8	-0.2	2	-9
COc1ccc(NC(=O)c2ccc3c(c2)OCCO3)cc1OC	0	2	i	-2	-0.1	-2	-5	-0.9	-3	-3
Cc1ccc(S(=O)(=O)N2CCC(C(=O)NCCN3CCOCC3)CC2)cc1C	3	-2	i	2	-0.6	2	-1	0.1	5	-5
NC(CSCc1cccc(Br)c1)C(=O)O (stereo not given)	-7	4	i	1	0.5	-29	2	-0.9	0	-6
Cn1c(N/N=C2\CCCc3ccccc32)nc2c1c(=O)n(Cc1ccc(F)cc1)c(=O)n2C	-13	9	i	-1	2.2	3	9	-1.5	34	6

3 compounds out of the list, arranged by SMILES length, descending:
SMILES	PABP1 MLLE inh	CSN deneddyl inh	Rpn11 block	STEP block	LMPTP inh	DNMT1 inh	NadD block	TbMetRS inhib	SUMO1 PPI mod	Scp-1 inhibitor
COc1cc(NS(=O)(=O)c2ccc(N/C=C\C(=O)c3ccc(C)cc3)cc2)nc(OC)n1	2	-3	i	2	-0.5	0	3	-0.2	10	-12
C=CCn1c(SCC(N)=O)nnc1-c1cc(Br)ccc1O	-86	-3	i	0	0.1	-3	1	-0.1	5	-13
COc1cc2c(cc1OC)C(C1(O)CCCCC1)NCC2 (stereo not given)	0	-4	i	2	-0.2	-1	-7	-0.9	3	-8

Additional entries:
SMILES	PABP1 MLLE inh	CSN deneddyl inh	Rpn11 block	STEP block	LMPTP inh	DNMT1 inh	NadD block	TbMetRS inhib	SUMO1 PPI mod	Scp-1 inhibitor
Nc1nc(NCCO)nc(NCC2CCCO2)c1[N+](=O)[O-] (stereo not given)	10	3	i	-1	0.0	6	2	-1.2	-6	-4
CN(CCO)CCOCCOc1cccc2ccccc12	4	4	i	-1	0.3	2	-5	-1.2	-8	13
C(=C\c1ccco1)/c1nc2ccccc2[nH]1	-30	22	i	1	4.1	-1	12	-0.2	-5	-3
N#CCc1cnc2ccccc2n1	12	7	i	-1	3.0	-11	1	0.2	-11	-2
Cc1cc(C)c(C#N)c(SCC(O)COc2ccc(Br)cc2)n1 (stereo not given)	3	-2	i	0	3.1	-2	-6	0.3	1	-5
O=[N+]([O-])c1cc(F)c(N2CCOCC2)cc1N1CCCCC1	-1	-1	i	6	1.7	-3	-6	-1.0	-27	-6
O=C1CN2CCC1C/C2=C\c1ccnc2c(Cl)cccc12 (stereo not given)	2	-8	i	-3	0.6	1	0	-0.4	-8	-2
OC[C@H]1OC(Nc2ccc(N=Nc3ccccc3)cc2)[C@@H](O)[C@@H](O)[C@@H]1O (stereo not given in full)	8	103	i	7	1.5	2	-8	-0.3	-25	-3
COc1ccc(OC)c(CCNC(=O)Cc2ccc(NC3=NC4CS(=O)(=O)CC4S3)cc2)c1 (stereo not given)	-80	-4	i	1	0.4	7	-1	0.3	-3	-9
O=C(Nc1cccc(F)c1)C1CCCN(c2cnccn2)C1 (stereo not given)	-2	1	i	0	-1.1	1	1	0.1	2	-7
Clc1ccc(-c2nnc3n2CCCS3)cc1	-23	2	i	0	-0.2	0	9	-0.5	-2	-1
O=C(CSc1ccccc1C(=O)N1CCCCC1)NCC1CCCCC1	20	4	i	-3	-7.6	0	-4	0.1	-21	-5
CCN(CC)C(=S)SCC(=O)Nc1nc(=O)c2ccccc2s1	32	4	i	1	0.2	0	7	0.6	3	1
O=C(c1ccc(S(=O)(=O)Nc2ccccc2)cc1)N1CCC1	17	2	i	-4	-2.6	0	-4	-0.5	12	-3
Nc1[nH]ncc1S(=O)(=O)c1ccccc1	-7	5	i	1	0.1	-3	-5	-0.4	-2	-12
CCOC(=O)NC(Nc1ccc(S(N)(=O)=O)cc1)(C(=O)OCC)C(F)(F)F (stereo not given)	9	-4	i	-1	0.0	1	1	-1.7	1	-1
Clc1ccc(C(c2nnnn2C2CCCCC2)N(Cc2cccnc2)Cc2ccco2)cc1 (stereo not given)	7	-1	i	5	9.6	-2	0	0.1	-2	9
Clc1ccc2nc(-c3ccccc3)c(CN3CCOCC3)n2c1	-4	-1	i	6	-0.9	3	8	-0.5	-2	5
O=C(COc1ccc(Cl)cc1Cl)N/N=C/c1ccc(OC2OC(CO)C(O)C(O)C2O)cc1 (stereo not given)	19	3	i	0	-0.5	3	0	0.8	-17	3
Cc1nc(Cl)sc1C(=O)Nc1cccc(Cl)c1	11	-6	i	0	0.3	0	0	0.3	4	-5
Cc1ccc(-c2nnc(CSc3nncn3N)o2)cc1	-32	-1	i	2	-0.6	2	-1	-0.7	-1	-1
COC(=O)c1scc(C)c1NC(=O)C(Cl)c1ccccc1 (stereo not given)	-7	1	i	1	-1.1	-1	-2	0.3	4	-1
CN(C)CCCNc1nc(N)c([N+](=O)[O-])c(NC2CCCCC2)n1	3	4	i	0	0.2	-2	-5	-0.8	-9	-1
CCOC(=O)C1(C)NC(c2ccco2)C2C(=O)N(c3ccccc3)C(=O)C21 (stereo not given)	2	2	i	-2	-1.1	-4	1	-0.2	2	-4
Nc1c(Cl)cc(N=Nc2ccccc2)cc1Cl	3	-3	i	-2	2.8	1	-1	0.1	-16	-19
Clc1cccc(N2CCN(Cc3nnc(-c4ccccc4)o3)CC2)c1	-12	4	i	0	0.6	-1	1	0.2	3	-1
O=C(Nc1cccc(C(F)(F)F)c1)c1csc([C@H]2C[C@H](O)[C@@H](CO)O2)n1	-1	-2	i	-3	-0.2	-2	-1	-0.3	-2	/
Cc1cc(=O)[nH]c(N2CCc3ccccc3C2)n1	0	0	i	-11	-1.3	6	2	-0.3	-3	-6

Grouped by structure: those above with an NH in an aromatic ring
SMILES	PABP1 MLLE inh	CSN deneddyl inh	Rpn11 block	STEP block	LMPTP inh	DNMT1 inh	NadD block	TbMetRS inhib	SUMO1 PPI mod	Scp-1 inhibitor
CC1CCc2c(sc3ncn(CC(=O)N=Nc4c(O)[nH]c5ccccc45)c(=O)c23)C1 (stereo not given)	5	2	i	3	1.0	54*	23	-0.4	6	18
CCN(CC)C(=O)[C@H]1CC(CC(=O)NCCCn2ccnc2)C(=O)N2CCc3c([nH]c4ccc(OC)cc34)[C@]12C (stereo not given in full)	12	-7	i	-1	-8.3	6	0	0.1	0	4
C[C@H](O)[C@@H]1CN2CCc3c([nH]c4ccccc34)[C@@H]2C[C@@H]1N(C)C(=O)Nc1ccc(Br)cc1	-20	3	i	2	0.5	-16	3	3.2	-4	/
COc1ccc(CN2C(=O)[C@@H]3Cc4c([nH]c5ccccc45)C(C)(C)N3C2=O)cc1	1	0	i	-3	0.9	-11	-8	-0.2	2	-9
C(=C\c1ccco1)/c1nc2ccccc2[nH]1	-30	22	i	1	4.1	-1	12	-0.2	-5	-3
Nc1[nH]ncc1S(=O)(=O)c1ccccc1	-7	5	i	1	0.1	-3	-5	-0.4	-2	-12
Cc1cc(=O)[nH]c(N2CCc3ccccc3C2)n1	0	0	i	-11	-1.3	6	2	-0.3	-3	-6

Screening data (PubChem)
